SKKanGAS inh = inhibitors of SKKanGAS S. pyogenes growth in kanamycin (SK-promoter or general growth effect) | inhibition, % at 7.5 µM | AID 1662 | 300,000 tested, 1.3% active | BacTiter-Glo, 6 h;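 active = mean replicate score, as percent of positive control median, at least 50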;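 note: strain carries kanamycin resistance gene driven by streptokinase promoter and grows in 40 µg/ml kanamycin; loss of luminescence reflects streptokinase promoter inhibition or plain growth inhibition; 0% = median of DMSO wells and 100% = positive control at its reference dose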
TMEM16A inh = blocks the mouse calcium-activated chloride channel TMEM16A; Q8BHY3; HEK293 TMEM16A/YFP iodide influx fluorescence, ionomycin; normalized B-score (activity score, 25-100; higher = stronger inhibition) at 10 µM; 310,000 tested, 1.2% active; AID 588511;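 active = ratio plate-corrected score three or more library SD toward inhibition, starting fluorescence score within five deviations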;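 note: score derived from kinetic fluorescence span divided by baseline fluorescence per well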
MrgX1 antagonist = blocks BAM8-22 activation of human MrgX1 receptor | Q96LB2 | MRGX1-HEK293 calcium flux, Fluo-4, BAM8-22 antagonism; stronger effect = lower value | B-score at 10 µM | 310,000 tested, 1.3% active;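 active = calcium-response B-score plate-corrected more than 3 library SD below zero, starting fluorescence within 5 deviations, no agonist response on first addition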;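 note: peak minus trough fluorescence over baseline after final BAM8-22 challenge near maximal dose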
MrgX1 agonist = activates human MrgX1 receptor signaling. MrgX1-HEK293 cells, Fluo-4 calcium fluorescence, agonist mode; stronger effect = higher value. B-score at 10 µM. 310,000 tested, 0.44% active. Q96LB2;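 active = calcium response B-score plate-corrected fluorescence ratio at least 3 library SD, with starting fluorescence B-score inside 5 SD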
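Test system: Stable human MrgX1 HEK293 cell line | Schedule: Overnight plating before 1 h dye loading | Read-out basis: Baseline-normalised fluorescence change ratio, B-scored | Detection: Kinetic calcium dye fluorescence, Fluo-4 NW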
TRPC6 inhibitor = blocks the mouse TRPC6 cation channel; Q61143; HEK293-TRPC6, membrane potential dye, ACh-evoked depolarization; stronger effect = lower value; B-score at 10 µM; 310,000 tested, 1.1% active; AID 2553;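 active = B-score under library mean minus 3 SD, initial fluorescence not abnormally high, positive integrated signal ratio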;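 note: B-score derived from integrated fluorescence ratio over the kinetic read; more negative B-score means stronger inhibition of depolarization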
MrgX1 PAM = allosterically activates human MrgX1 receptor signaling; Q96LB2; AID 588675; B-score at 10 µM; MrgX1-HEK293, Fluo-4 calcium flux, FDSS; stronger effect = higher value; 310,000 tested, 0.63% active;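 active = plate-corrected calcium response at least 3 library SD above typical, normal starting fluorescence, not activating the receptor alone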;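 note: compound read alongside a low EC10 to EC30 dose of BAM8-22 agonist; peak minus trough fluorescence over baseline measured at the second addition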
ANO1 activ = activators or potentiators of mouse TMEM16A chloride channel; Q8BHY3; HEK293 TMEM16A/YFP-H148Q/I152L, iodide quench fluorescence; stronger effect = lower value; B-score at 10 µM; 340,000 tested, 0.3% active; AID 623877;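 active = fluorescence-ratio B-score plate-corrected deviation score at least 3 library SD below zero, with starting fluorescence score within 5 deviations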;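 note: channel opened by trigger with iodide after compound preincubation; score built on the fluorescence ratio of max minus min over baseline; more negative score means more quench and so TMEM16A activation or potentiation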
TRPC4 inh = TRPC4 (mouse) channel inhibition; HEK293 TRPC4beta/mu-opioid, DAMGO-evoked Fluo4 calcium flux; stronger effect = lower value; B-score at 10 µM; 300,000 tested, 0.39% active;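 active = B-score over 3 SD under the library average, no early fluorescence shift, positive overall ratio signal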
Target sequence (Q9QUQ5 whole entry, looked up): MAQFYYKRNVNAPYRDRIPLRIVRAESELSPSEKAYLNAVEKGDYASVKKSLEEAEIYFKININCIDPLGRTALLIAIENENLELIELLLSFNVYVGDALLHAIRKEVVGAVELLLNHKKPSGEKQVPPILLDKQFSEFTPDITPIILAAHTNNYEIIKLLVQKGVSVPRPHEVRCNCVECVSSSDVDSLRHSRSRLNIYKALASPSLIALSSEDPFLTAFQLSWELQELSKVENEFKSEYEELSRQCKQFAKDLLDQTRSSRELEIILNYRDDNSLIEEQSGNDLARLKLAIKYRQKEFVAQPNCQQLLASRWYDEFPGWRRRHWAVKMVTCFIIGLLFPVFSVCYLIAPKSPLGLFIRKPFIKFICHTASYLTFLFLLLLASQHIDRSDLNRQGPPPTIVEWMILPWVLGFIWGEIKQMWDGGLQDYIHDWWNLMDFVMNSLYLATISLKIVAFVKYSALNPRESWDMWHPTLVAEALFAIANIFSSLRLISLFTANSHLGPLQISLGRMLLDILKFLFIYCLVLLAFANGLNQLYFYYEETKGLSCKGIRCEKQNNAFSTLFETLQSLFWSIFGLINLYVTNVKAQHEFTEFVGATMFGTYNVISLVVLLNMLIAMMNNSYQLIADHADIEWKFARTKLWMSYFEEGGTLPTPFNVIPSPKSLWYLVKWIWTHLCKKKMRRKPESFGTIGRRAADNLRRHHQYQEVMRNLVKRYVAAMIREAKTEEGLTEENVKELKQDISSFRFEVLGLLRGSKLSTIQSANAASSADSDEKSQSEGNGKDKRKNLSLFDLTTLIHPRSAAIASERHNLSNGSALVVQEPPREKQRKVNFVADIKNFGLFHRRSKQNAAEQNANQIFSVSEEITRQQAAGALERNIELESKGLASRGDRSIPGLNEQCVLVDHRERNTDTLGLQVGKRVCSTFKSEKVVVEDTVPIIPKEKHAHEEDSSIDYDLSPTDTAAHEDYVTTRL
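Assay system: TRPC4beta/mu-opioid receptor HEK293 cell line; compound dosing: single concentration per test compound; detection: Fluo4 Ca2+ flux fluorescence; evaluation: per-well B score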
TRPC4 act = TRPC4 (mouse) channel activation; HEK293 TRPC4beta/mu-opioid, Fluo4 calcium fluorescence; stronger effect = higher value; AID 2237; B-score at 10 µM; Q9QUQ5; 310,000 tested, 0.49% active;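 active = B-score above 5 SD of library B-scores, and initial fluorescence ratio not above library mean plus 5 SD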;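 note: positive B-score marks a calcium rise read as TRPC4 activation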
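Assay system: HEK293 cells stably co-expressing mouse TRPC4beta and mu-opioid receptor / Timing: Fluo4 dye loading 45 min at room temperature, 110 s recording / Signal: Fluo4 calcium-sensitive dye fluorescence, kinetic, 1 Hz baseline / Read-out: integrated baseline-normalised fluorescence ratio, converted to per-well B score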
TRPC6 act = activators of mouse TRPC6 channel; Q61143; B-score at 10 µM; 310,000 tested, 0.13% active; HEK293-TRPC6 membrane potential dye fluorescence; stronger effect = higher value;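 active = B-score of the integrated fluorescence ratio above library mean plus 3 SD, and starting fluorescence ratio within library mean plus 5 SD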;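 note: higher score means more depolarization so channel activation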
TRPC4 potent = allosteric potentiators of mouse TRPC4 channel | B-score at 10 µM | HEK293 TRPC4beta/mu-opioid, DAMGO EC20, Fluo-4 Ca2+ flux; stronger effect = higher value | Q9QUQ5 | 310,000 tested, 0.42% active | AID 2227;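 active = B-score of calcium response area above 5 SD of library B-scores, with initial fluorescence ratio within 5 SD of library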;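 note: B-score of integrated fluorescence ratio over time as area under calcium response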
* marks the source's active call; other numbers are inactive results; i = inactive; . = no result given.

The opening two compounds, to show the layout:
SMILES	SKKanGAS inh	TMEM16A inh	MrgX1 antagonist	MrgX1 agonist	TRPC6 inhibitor	MrgX1 PAM	ANO1 activ	TRPC4 inh	TRPC4 act	TRPC6 act	TRPC4 potent
O=C(CCCN1C(=O)c2cccc3cccc(c23)C1=O)N1CCN(c2ccccc2O)CC1	10	i	i	i	i	i	i	i	i	i	i
CN1C(=O)C2ON(c3ccccc3)C(c3cccs3)C2C1=O (centres undefined)	6	i	i	i	i	i	i	i	i	i	i

The listing, from the start:
SMILES	SKKanGAS inh	TMEM16A inh	MrgX1 antagonist	MrgX1 agonist	TRPC6 inhibitor	MrgX1 PAM	ANO1 activ	TRPC4 inh	TRPC4 act	TRPC6 act	TRPC4 potent
O=C(CCCN1C(=O)c2cccc3cccc(c23)C1=O)N1CCN(c2ccccc2O)CC1	10	i	i	i	i	i	i	i	i	i	i
CN1C(=O)C2ON(c3ccccc3)C(c3cccs3)C2C1=O (centres undefined)	6	i	i	i	i	i	i	i	i	i	i
COc1ccccc1CNC(=O)CN(C)S(=O)(=O)c1ccc2c(c1)c(=O)n(C)c(=O)n2C	3	i	i	i	i	i	i	i	i	i	i
Cc1ccc(CCNC(=O)C2CCCN(S(=O)(=O)N3CC(C)CC(C)C3)C2)cc1 (centres undefined)	-1	i	i	i	i	i	i	i	i	i	i
CCOC(=O)Cc1csc(NC(=O)CSc2nnnn2-c2ccc(C)c(C)c2)n1	-4	i	i	i	i	i	i	i	i	i	i
Cc1ccc(NC(=O)c2cc(S(=O)(=O)N3CCCCC3)cs2)cc1	-5	i	i	i	i	i	i	i	i	i	i
CCN(CC)c1ncnc2c1cnn2C	3	i	i	i	i	i	i	i	i	i	i
c1cc(Nc2cccc3nccnc23)c2nccnc2c1	17	i	i	i	i	i	i	i	i	i	i
Cc1ccc(CNC(=O)c2cc3c(=O)n(C)c4ccccc4c3n2C)o1	-6	i	i	i	i	i	i	i	i	i	i
COc1ccc(C(=O)c2c3ccc([N+](=O)[O-])cc3[n+]([O-])n2CCCN)cc1	30	i	i	i	i	i	i	i	i	i	i
O=C(CSc1nnnn1-c1ccccc1)N1CCCc2ccccc21	21	i	i	i	i	i	i	i	i	i	i
COc1cccc(NC(=O)Nc2cc(C(=O)O)ccc2C)c1	1	i	i	i	i	i	i	i	i	i	i
COc1ccc(OC)c([C@@H]2OCCC=C[C@H]2C)c1	-2	i	i	i	i	i	i	i	i	i	i
O=C1N=C(N2CCCC2)CN1c1ccccc1	4	i	i	i	i	i	i	i	i	i	i
CC(/C=C/c1ccccc1)=N/NC(=O)Cn1nnc(N)n1	-5	i	i	i	i	i	i	i	i	i	i
Cc1nc2sc(C(c3ccco3)N3CCN(c4cccc(Cl)c4)CC3)c(O)n2n1 (centres undefined)	4	i	i	i	i	i	i	i	i	i	i
O=C(CCN1C(=O)c2ccccc2C1=O)NC(=S)Nc1cccc(Cl)c1	-3	i	i	i	i	i	i	i	i	i	i
COc1ccc(NC(=S)N(CCCN2CCOCC2)C(C)c2cc3ccccc3o2)cc1 (centres undefined)	-7	i	i	i	i	i	i	i	i	i	i
C[C@@H](C(=O)Nc1ccccc1N1CCOCC1)N1C(=O)C2CC=CCC2C1=O (some centres undefined)	0	i	i	i	i	i	i	i	i	i	i
COc1cc(C(C)=O)ccc1OCc1cc(C(=O)N(C)CCC2CCCCO2)no1 (centres undefined)	-5	i	i	i	i	i	i	i	i	i	i
C=CCn1c(-c2csc3ccccc23)n[nH]c1=S	-3	i	i	i	i	i	i	.	i	i	i
O=C(CSc1nc(=O)n(CCN2CCOCC2)c2c1CCC2)Nc1ccc(OC(F)(F)F)cc1	-7	i	i	i	i	i	i	-6*	i	i	i
CC(=O)N1CCOCCOCCOCC1	0	i	i	i	i	i	i	i	i	i	i
CCOC(=O)C1=C(c2ccccc2)N=C2SCC(=O)N2C1c1ccc2c(c1)OCO2 (centres undefined)	-3	i	i	i	i	i	i	i	i	i	i
CS(=O)(=O)Nc1ccc(C2=NN(S(=O)(=O)c3ccccc3)C(c3cccs3)C2)cc1 (centres undefined)	10	i	i	i	i	i	i	i	i	i	i
CN(C(=O)CS(=O)(=O)c1cccc(Cl)c1)c1ccccc1	1	i	i	i	i	i	i	i	i	i	i
CCCc1cc(C(=O)Nc2ccc(CC)cc2)no1	6	i	i	i	i	i	i	i	i	i	i
COc1ccc(NC(=O)/C(=C\c2ccco2)NC(=O)c2ccco2)cc1	3	i	i	i	i	i	i	i	i	i	i
CC(C)(C)C(=O)Nc1nnc(SCC(=O)NCc2ccco2)s1	-4	i	i	i	i	i	i	i	i	i	i
CCCc1ccc2oc(C(=O)NCCN3CCCC(C(N)=O)C3)c(C)c2c1 (centres undefined)	-4	i	i	i	i	i	i	i	i	i	13*
COCCNC(=O)CSc1nc2cc(OC)c(OC)cc2c(=O)n1CCC1=CCCCC1	-3	.	.	.	i	.	i	i	i	i	i
O=C(Nc1ccc2ncccc2c1)c1cccc(Br)c1	-7	i	i	i	i	i	i	i	i	i	i
CCC(C)N1CCN(S(=O)(=O)c2ccc3ccccc3c2)CC1 (centres undefined)	0	i	i	i	i	i	i	i	i	i	i
OC1(CNCc2ccccc2)C2CC3CC(C2)CC1C3 (centres undefined)	10	i	i	i	i	i	i	i	i	i	i
Cc1nn(Cc2ccc(F)cc2)c(C)c1NC(=O)c1cc(-c2ccc3c(c2)OCO3)on1	8	i	i	i	i	i	i	i	i	i	i
Cc1ccc(CCCOC(=O)CN2CCCCC2)cc1	6	i	i	i	i	i	i	i	i	i	i
CC(C)C[C@H](NC(=O)c1[nH]cnc1C(=O)N[C@H](C)c1ccccc1)C(=O)OCc1ccccc1	73*	i	i	i	i	i	i	i	i	i	i
CCCCCCCCN1C(=O)C(O)=C(C(C)=O)C1c1ccccn1 (centres undefined)	2	i	i	i	i	i	i	i	i	i	i
COC(=O)c1c(-c2c(Cl)cccc2Cl)noc1NC(=O)NN1CCOCC1	-7	i	i	i	i	i	i	i	i	i	i
O=C(COC(=O)C1(c2cccc(F)c2)CCCC1)NCc1cccs1	-13	i	i	i	i	i	i	i	i	i	i
O=C(NNC(=S)NC1CCCCC1)c1ccccc1Cl	0	i	i	i	i	i	i	i	i	i	i
COC(=O)c1ccc(N2CCN(CC(=O)c3ccc(-c4ccccc4)cc3)CC2)c([N+](=O)[O-])c1	12	i	i	i	i	i	i	i	i	i	i
CCOC(=O)N1CCC(NCCNC(=O)c2ccco2)CC1	0	i	i	i	i	i	i	i	i	i	i
CCOC(=O)c1ccc(NC(=O)c2nc[nH]c2C(=O)N2CCN(c3ccccc3)CC2)cc1	9	i	i	i	i	i	i	i	i	i	i
Cc1cc(C(=O)OCC(=O)c2ccc3c(c2)OCCO3)c(C)o1	1	i	i	i	i	i	i	i	i	i	i
CC(O)CNC(=O)C1CCN(Cc2ccc(OCc3ccccc3)cc2)CC1 (centres undefined)	7	i	i	i	i	i	i	i	i	i	i
CCCCCc1cc(=O)oc2c(C(CCN3CCCC3)c3cc(OC)c(OC)c(OC)c3)c(OC)cc(OC)c12 (centres undefined)	7	i	-5.3*	i	i	i	i	i	i	i	i
O=C(NCC1CCCO1)c1cccc(NC(=O)c2ccccc2)c1 (centres undefined)	-7	i	i	i	i	i	i	i	i	i	i
COc1ccc(CC(=O)Nc2cccc(-c3nnc(-c4ccc(C)cc4)o3)c2)cc1OC	9	25*	i	i	i	i	i	i	i	i	i
Cc1ccc(OCC(=O)Nc2nnc(C3CCCO3)s2)c(Br)c1 (centres undefined)	4	i	i	i	i	i	i	i	i	i	i

(continued)
SMILES	SKKanGAS inh	TMEM16A inh	MrgX1 antagonist	MrgX1 agonist	TRPC6 inhibitor	MrgX1 PAM	ANO1 activ	TRPC4 inh	TRPC4 act	TRPC6 act	TRPC4 potent
Fc1cccc(NC(=S)NCCCN2CCOCC2)c1	-4	i	i	i	i	i	i	i	i	i	i
CC(Sc1sc(=S)sc1SC(C)C(=O)O)C(=O)O (centres undefined)	-2	i	i	i	i	i	i	i	i	i	i
NC(=O)C1CCN(C(=O)/C(=C/c2ccco2)NC(=O)c2ccccc2)CC1	-7	i	i	i	i	i	i	i	i	i	i
CCC(CC)C(=O)N1CC(=O)Nc2ccc(C)cc2C1c1ccccc1 (centres undefined)	6	i	i	i	i	i	i	i	i	i	i
Cc1cccc(-c2nnc(SCC(=O)Nc3cccc(C(=O)N4CCOCC4)c3)n2C)c1	2	i	i	i	i	i	i	i	i	i	i
COc1ccc(N2C(=NC(=O)C3CC3)SC3CS(=O)(=O)CC32)cc1Cl (centres undefined)	-8	i	i	i	i	i	i	i	i	i	i
CC(C)C(C)NC(=O)COC(=O)c1cc(S(=O)(=O)N(C)C)ccc1N1CCCC1 (centres undefined)	0	i	i	i	i	i	.	i	i	i	i
C/C(CC(=O)Nc1ccc(Cl)c(C(F)(F)F)c1)=N\NC(=O)c1cnccn1	4	i	i	i	i	i	i	i	i	i	i
CC(C)(C)NC(=O)Cn1ccc(=N)c2ccccc21	-13	i	i	i	i	i	i	i	i	i	i
Cc1nn(C)cc1/C=N/NC(=O)Cn1nccc1C	4	i	i	i	i	i	i	i	i	i	i
Cc1ccc(-c2nc3ncccn3c2Nc2ccc3c(c2)OCCO3)o1	-5	i	i	i	i	i	i	i	i	i	i
CC1=CC(C)(C)N(C(=O)CNC2CCCC2)c2cc(C)ccc21	9	i	i	i	-6.4*	i	i	i	i	i	i
COc1ccccc1NC(=O)CCC(=O)Nc1nnc(C2CCCCC2)s1	0	i	i	i	i	i	i	i	i	i	i
O=C(Nc1ccccc1)N1CCCCC1c1cccnc1 (centres undefined)	-1	i	i	i	i	i	i	i	i	i	i
O=C(/C=C\Nc1ccc2c(c1)OCO2)c1ccc2c(c1)OCO2	-1	i	i	i	i	i	i	i	i	i	i
O=C(/C=C/c1ccccc1[N+](=O)[O-])N1CCc2ccccc2C1	14	i	i	i	i	i	i	i	i	i	i
Fc1cc(Cl)ccc1NC1=NCCCCC1	2	i	i	i	i	i	i	i	i	i	i

Screens deposited in PubChem BioAssay by several laboratories.
